HePTP inh = inhibitors of human HePTP phosphatase, primary screen, biochemical, absorbance, leukemia target; Tyrosine-protein phosphatase non-receptor type 7 (Homo sapiens), P35236; recombinant HePTP phosphatase activity, OD absorbance; inhibition, % at 20 µM; actives 0.64% (n = 110,000); in the data active means inhibition above about 50%;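 further: plate controls were vehicle for no effect and reference inhibitor for full effect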
Target sequence (P35236 whole entry, looked up): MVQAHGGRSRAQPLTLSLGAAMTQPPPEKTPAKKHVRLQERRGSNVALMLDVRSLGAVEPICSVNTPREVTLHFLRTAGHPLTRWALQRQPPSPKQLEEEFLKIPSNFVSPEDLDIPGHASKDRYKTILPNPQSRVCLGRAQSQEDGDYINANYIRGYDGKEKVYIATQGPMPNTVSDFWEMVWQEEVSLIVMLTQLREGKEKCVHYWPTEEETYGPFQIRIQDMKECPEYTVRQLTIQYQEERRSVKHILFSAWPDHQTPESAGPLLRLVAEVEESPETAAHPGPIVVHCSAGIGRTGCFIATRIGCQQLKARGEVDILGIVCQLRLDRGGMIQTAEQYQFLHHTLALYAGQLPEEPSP
BAP1 block = inhibitors of BAP1 deubiquitinase, primary screen, biochemical, Ub-AMC fluorescence, kinetic; recombinant BAP1, Ub-AMC hydrolysis fluorescence kinetic; stronger effect = lower value; activity remaining (% of control), % at 20 µM; actives 0.48% (n = 72,000); Ubiquitin carboxyl-terminal hydrolase BAP1 (Homo sapiens), Q92560;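 active means activity remaining at or below 50% of control, provided the compound also passes the data quality filters; inactive means the rest, including low values that fail the filters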;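 further: 100% = DMSO wells rate and 0% = substrate alone blank rate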
Target sequence (Q92560 whole entry, looked up): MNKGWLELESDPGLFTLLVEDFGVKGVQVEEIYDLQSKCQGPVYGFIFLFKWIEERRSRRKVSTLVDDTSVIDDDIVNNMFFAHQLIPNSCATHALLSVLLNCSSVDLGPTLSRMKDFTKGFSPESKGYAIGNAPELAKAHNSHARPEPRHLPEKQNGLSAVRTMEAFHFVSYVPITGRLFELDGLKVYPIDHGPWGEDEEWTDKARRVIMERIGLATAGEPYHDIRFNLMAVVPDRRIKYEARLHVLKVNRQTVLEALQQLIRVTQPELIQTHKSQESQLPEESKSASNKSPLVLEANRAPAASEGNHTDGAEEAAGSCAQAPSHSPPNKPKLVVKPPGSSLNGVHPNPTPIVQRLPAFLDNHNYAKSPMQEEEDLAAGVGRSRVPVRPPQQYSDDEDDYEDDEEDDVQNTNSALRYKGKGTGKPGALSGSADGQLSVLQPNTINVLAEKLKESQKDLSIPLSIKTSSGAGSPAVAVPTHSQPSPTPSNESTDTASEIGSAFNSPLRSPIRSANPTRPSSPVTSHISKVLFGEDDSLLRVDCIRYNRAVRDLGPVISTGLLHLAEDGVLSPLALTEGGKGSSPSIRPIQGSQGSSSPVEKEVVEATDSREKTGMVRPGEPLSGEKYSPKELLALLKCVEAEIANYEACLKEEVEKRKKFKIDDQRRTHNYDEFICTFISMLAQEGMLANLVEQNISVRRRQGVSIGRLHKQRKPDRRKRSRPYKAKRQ
Active calls of the source: *; · = not tested or not shown; & = joins results of further samples.

Every second line gives: HePTP inh, BAP1 block
1: CN(C)CCCCCCNC(=O)/C=N\O
  -1, ·
2: Cc1cc(=O)oc2cc3c(cc12)OCCO3
  8&9, 197
3: COc1ccc(C(=O)NCC(c2ccc(F)cc2)N2CCOCC2)cc1S(=O)(=O)N1CCCC1 (stereo not drawn)
  6, 89
4: Cc1ccc(C(=O)Nc2cccc(C(=O)NCc3ccccc3)c2)o1
  13, 176
5: Cc1ccc(-c2csc(/C(C#N)=C/c3ccsc3)n2)cc1
  -1, ·
6: CC(C)CC(c1nnnn1CC1CCCO1)N1CCN(c2cccc(Cl)c2)CC1 (stereo not drawn)
  9, 105
7: CCOc1cc(/C=N/NC(=O)c2ccncc2)ccc1OC(=O)c1ccco1
  -9, ·
8: CC(C)n1c(C(O)c2ccc(OCc3ccccc3)cc2)nc2ccccc21 (stereo not drawn)
  -7, ·
9: Cc1cccc(C)c1OCC(O)Cn1c2ccccc2c2ccccc21 (stereo not drawn)
  4, ·
10: CC(=O)C1=C(O)CCC1=Nc1ccccc1
  13, ·
11: O=C(OCc1ccc2c(c1)OCO2)c1ccc(S(=O)(=O)N2CCCCC2)cc1
  2&8, 73
12: COCCn1c(C)nc2oc3ccc(Br)cc3c(=O)c2c1=O
  9, 111
13: O=C(NC1=NC2CCCCC2N1)c1ccccc1 (stereo not drawn)
  4, 110
14: Cc1ccc(N2C(N)=NC(N)=NC2(C)C)c(C)c1
  6, 97
15: COc1cccc(C(=O)Nc2sc(C(=O)OC(C)C)c(C)c2C(=O)OC(C)C)c1
  0, ·
16: O=C(Cn1nc2ccccc2n1)N/N=C/c1ccc(Cl)cc1Cl
  4, ·
17: O=C(O)C(Cc1ccccc1)N1C(=O)/C(=C/C(Cl)=C/c2ccc([N+](=O)[O-])cc2)SC1=S (stereo not drawn)
  17, ·
18: CCC(=O)Nc1ccc(NC(=O)Cc2ccccc2)cc1
  -5, ·
19: COC(=O)C1=NNC2(C)C(=O)N(c3ccccc3C)C(=O)C12 (stereo not drawn)
  7, ·
20: CCOC(=O)c1c(NC(=O)COC(=O)Cn2cnc3ccccc32)sc(C)c1C
  4, 94
21: CN(C)CCSc1nc(N)c2c3c(sc2n1)CN(C)CC3
  9, ·
22: CC1CCN(C(=O)CCNS(=O)(=O)c2ccccc2)CC1
  6, 74
23: CC(C)=C1C2CCC1C(C(=O)NCCC(c1ccccc1)c1ccccc1)C2C(=O)O (stereo not drawn)
  5, ·
24: CCCCn1c(SCC(=O)Nc2nnc(C)s2)nc2c1c(=O)n(C)c(=O)n2C
  -1, 100
25: CCCCc1cc(=O)oc2cc(OCc3nn[nH]n3)c(Cl)cc12
  11, ·
26: CCn1cc(C(=O)NCC2CCCO2)c2cc(OC)c(OC)cc2c1=O (stereo not drawn)
  6, ·
27: O=C(Nc1ccccc1C(=O)c1ccccc1)c1ccc([N+](=O)[O-])cc1
  5, ·
28: CCc1c(C)nc2cc(-c3ccccc3)[nH]n2c1=O
  5, ·
29: N#Cc1c(NC(=O)c2nc3ncccn3n2)sc2c1CCCCC2
  -9, 63
30: CC(=O)CCc1oc2ccccc2c1-c1ccccc1
  -2, ·
31: COc1ccc(C(=O)CSc2nc3c(c(-c4ccc(C)o4)c2C#N)CCCC3)cc1
  -6, ·
32: Cn1c(CNC(=O)Cc2ccc3c(c2)OCO3)nnc1SCc1ccccc1
  1, 106
33: COc1ccccc1N1C(=O)CC(Sc2ccccc2C(=O)O)C1=O (stereo not drawn)
  8, ·
34: CCCn1c(SCC(=O)Nc2nc(C)c(C(=O)OC)s2)nnc1C(C)C
  11, 111
35: COc1ccc(-c2c3c(=O)n(C)c(=O)n(C)c3cn2-c2cc(OC)ccc2OC)cc1
  7, 81
36: COc1ccccc1NC(=O)CSc1nc(O)cc(=O)[nH]1
  ·, 99
37: CCOc1ccc(S(=O)(=O)N(CC(=O)NC(C)CC)c2ccc(C)cc2)cc1 (stereo not drawn)
  -4, ·
38: C=CCN1CCc2c(cc(O)c(O)c2Br)[C@@H](c2ccccc2)C1
  ·, 76
39: O=C(c1ccc(N2CCN(C(=O)c3ccc(F)cc3F)CC2)cc1)c1cccc(F)c1
  -4, ·
40: COc1cccc(OCCOc2c(Cl)cc(/C=c3\sc4nc5ccccc5n4c3=O)cc2OC)c1
  -5, ·
41: O=C(Nc1ccc(S(=O)(=O)N2CCOCC2)cc1)C1CCCCC1
  2, 120
42: CCOc1ccc(C(NC(=O)c2ccccc2OC)c2ccc(OC)cc2)cc1 (stereo not drawn)
  -4, ·
43: CC12CCC(C(=O)N(c3cccc(F)c3)C1=O)C2(C)C (stereo not drawn)
  -3, ·
44: COC(=O)C1=CN(Cc2cccs2)C=C(C(=O)OC)C1c1ccc(C(F)(F)F)cc1
  -2, ·
45: COC(=O)[C@H](C)NC(=O)Nc1ccc(S(N)(=O)=O)cc1
  5, 97
46: CCN(CC)c1ccc(Nc2nc(-c3c(C)nc4sccn34)cs2)cc1
  -6, ·
47: COc1ccccc1N1CCN(CCCNC(=O)Nc2ccccc2)CC1
  2, 155
48: CN1CCN(S(=O)(=O)c2ccc(NC(=O)c3ccco3)cc2)CC1
  10, 159
49: Cc1cc(C)cc(-c2nc(-c3ccncc3)no2)c1
  -5, 100
50: O=C1CC(Sc2ccc(Br)cc2)C(=O)N1c1ccccc1 (stereo not drawn)
  -5, ·
51: CCOc1ccccc1NC(=O)C(=O)N/N=C/c1ccc([N+](=O)[O-])cc1
  -4, ·
52: CCN(CC)S(=O)(=O)c1ccc(C(=O)Nc2ncn(Cc3ccccc3)n2)cc1
  7, 97
53: O=c1c2c3c(sc2n2cnnc2n1Cc1ccccc1)CN(Cc1ccccc1)CC3
  12, 129
54: COCCn1nnnc1C(c1ccccc1)N1CCN(C)CC1 (stereo not drawn)
  8, 93
55: C=CCOC(=O)C1=C(C)OC(N)=C(C#N)C1c1ccc2c(c1)OCO2 (stereo not drawn)
  -2, 107
56: CCC1(C)Cc2ccccc2-c2c1c(=O)n(Cc1ccccc1)c1nnnn21 (stereo not drawn)
  1, 53
57: CC(C)c1nc(SCC(=O)N2CCOCC2)c2c(=O)n(C)c(=O)n(C)c2n1
  7, 91
58: Cc1cc(-c2ccco2)n(CC(=O)NCCCc2ccccc2)n1
  28, 90
59: CCOCCOC(=O)C1=C(C)NC(=O)NC1c1ccc(OCC)cc1 (stereo not drawn)
  ·, 135
60: COc1ccc(CCCc2nnc(SCC(=O)Nc3ncc(C)s3)o2)cc1
  1, 89

(next part)
Every second line gives: HePTP inh, BAP1 block
61: CC(=O)c1sc2nc(=O)c(C)nn2c1C
  5, 101
62: NC(=O)c1c(NC(=O)CCC2CCCCC2)sc2c1CCCCC2
  6, ·
63: COc1ccc(C2C(C(=O)Nc3cccnc3)=C(C)Nc3nc(-c4ccco4)nn32)cc1 (stereo not drawn)
  4, 92
64: COc1ccc(OC)c(N2C(N)=NC(N)=NC23CCCC3)c1
  10, 99
65: COC(=O)c1cc2sccc2n1CC(=O)Nc1ccc(OC)c(OC)c1OC
  -5, 82
66: O=C(Cc1ccc(Cl)cc1)Nc1ccc2oc(-c3ccncc3)nc2c1
  10, 377
67: CC(=O)Oc1cccc(N2C(=O)C3CC=C(Cl)CC3C2=O)c1 (stereo not drawn)
  -4, 94
68: COc1ccc(C(c2sc3ncnn3c2O)N2CCN(c3ccccc3F)CC2)cc1OC (stereo not drawn)
  5, 88
69: O=C(Nc1ccc2oc(-c3ccncc3)nc2c1)c1ccccn1
  -1, ·
70: CCn1cc(C(=O)NCCCN2CC(C)CC(C)C2)c2cc(OC)c(OC)cc2c1=O (stereo not drawn)
  0, ·
71: CCN(CC)CCOc1ccc(Br)cc1
  3, 88
72: COC1CCCCC1N1CCN(C(=O)c2ccccc2)CC1 (stereo not drawn)
  9, ·
73: CC(=O)c1cccc(NC(=O)c2c(Cl)cccc2Cl)c1
  3, ·
74: COc1ccc(NC(=O)c2c(NC(=O)CNCc3ccco3)sc3c2CCC3)cc1
  11, 247
75: CC(C)(C)OC(=O)C[n+]1ccc(C(N)=O)cc1
  ·, 57
76: CC1CN(C(=O)c2ccc3c(c2)OCO3)OC(c2ccccc2)O1 (stereo not drawn)
  4, 101
77: CCn1cc(C(=O)NCCCN(C)c2ccccc2)c(=O)c2cc(S(=O)(=O)N(C)C)ccc21
  -2, 91
78: Cc1nc(-c2c(-c3ccc(O)cc3O)noc2C(F)(F)F)cs1
  2, 134
79: Cn1c(=O)c2c(nc(NCC(O)c3ccccc3)n2C)n(C)c1=O (stereo not drawn)
  -2, ·
80: Cc1ccc(C(C)C)c(OCC(=O)Nc2c(C)cc(Br)cc2C)c1
  -7, ·
81: CC(C)(C)C1(O)CC(C(=O)O)(C(C)(C)C)OC1=O (stereo not drawn)
  7, ·
82: Cc1onc(-c2c(Cl)cccc2Cl)c1C(=O)N1CCN(Cc2ccccc2)CC1
  0, ·
83: Cc1cc(=O)oc2cc(OCc3ccc(Cl)cc3Cl)ccc12
  7, ·
84: COc1ccc(C(=O)NCc2oc(-c3ccccc3)cc2C(=O)O)cc1
  2, 76
85: COc1ccc(CCNC(=O)C2CCCN(S(=O)(=O)c3cnc[nH]3)C2)cc1OC (stereo not drawn)
  5, 91
86: CC1CCc2cc(F)ccc2N1C(=O)CCC(=O)O (stereo not drawn)
  -8, 93
87: Cc1cccc(NC2=C(Cl)C(=O)N(c3ccc(C)cc3C)C2=O)c1
  ·, 86
88: COc1ccc(-c2noc(CSc3nc(-c4ccccc4)cc(=O)[nH]3)n2)cc1OC
  -13, 91
89: CCCSc1nc2c(c(=O)[nH]c(=O)n2C)n1CCc1ccccc1
  8, 104
90: CCN(CC)CCn1c2ccccc2n2cc(-c3ccc(OC)cc3)nc12
  3, ·

Five entries from above, arranged by length of the SMILES, rising:
Every second line gives: HePTP inh, BAP1 block
61: CC(=O)c1sc2nc(=O)c(C)nn2c1C
  5, 101
73: CC(=O)c1cccc(NC(=O)c2c(Cl)cccc2Cl)c1
  3, ·
89: CCCSc1nc2c(c(=O)[nH]c(=O)n2C)n1CCc1ccccc1
  8, 104
87: Cc1cccc(NC2=C(Cl)C(=O)N(c3ccc(C)cc3C)C2=O)c1
  ·, 86
70: CCn1cc(C(=O)NCCCN2CC(C)CC(C)C2)c2cc(OC)c(OC)cc2c1=O (stereo not drawn)
  0, ·

Whole records as entered above:
Shown for `O=C(Nc1ccc2oc(-c3ccncc3)nc2c1)c1ccccn1` : HePTP inh: -1; BAP1 block: ·
Shown for `CC1CN(C(=O)c2ccc3c(c2)OCO3)OC(c2ccccc2)O1` (stereo not drawn) : HePTP inh: 4; BAP1 block: 101
Shown for `CC1CCc2cc(F)ccc2N1C(=O)CCC(=O)O` (stereo not drawn) : HePTP inh: -8; BAP1 block: 93

(list continues)
Every second line gives: HePTP inh, BAP1 block
91: Cc1ccc(N2C(=O)CC(NC3CCN(Cc4ccccc4)CC3)C2=O)cc1 (stereo not drawn)
  -4, ·
92: O=C(CCn1c(=O)[nH]c2ccccc2c1=O)N1CCN(c2ccc(Cl)cc2)CC1
  1, 84
93: CCCOc1ccc(CN(CCO)CCO)cc1C(=O)OC
  -4, 103
94: O=C(NCc1ccccc1)C(=O)Nc1cccc(Cl)c1
  8, ·
95: COC(=O)NCc1ccc(CNC(=O)OC)cc1
  -2, 117
96: COCCNC(=O)c1ccc(Cl)cc1Cl
  8, ·
97: CCN=C1SC(CC(=O)Nc2ccc(C(F)(F)F)cc2)C(=O)N1CC (stereo not drawn)
  -14, 86
98: COc1ccc(CCn2c(NCc3ccco3)nc3c2c(=O)[nH]c(=O)n3C)cc1
  6, 103
99: CCOc1ccc(Br)cc1C=Nc1c(C)n(C)n(-c2ccccc2)c1=O
  10, ·
100: N#Cc1c(NC(=O)CO/N=C/c2ccccc2)sc2c1CCCC2
  6, ·
101: O=C(O)CCC(=O)N1N=C(c2ccc(Br)cc2)CC1c1cccs1 (stereo not drawn)
  5, ·
102: CCSc1nc(O)cc(=O)n1-c1ccc(OC)cc1
  8, 89
103: CCC(Sc1nc2c(c(=O)[nH]1)CCC2)C(=O)Nc1cccc(OC)c1 (stereo not drawn)
  5, 94
104: CC(=O)c1ccc(NC(=O)c2cc(=O)[nH]c3ccccc23)cc1
  4, ·
105: COc1ccccc1NS(=O)(=O)c1cc(C(=O)Nc2ccccc2C)ccc1C
  ·, 107
106: Cc1ccc(C=C2C(=O)c3ccccc3C2=O)o1
  8, ·
107: COc1cccc(/C=C2\C(=O)NC(=O)N(c3ccc(Br)c(C)c3)C2=O)c1OC
  -2, ·
108: CCOC(=O)c1sc(NC(=O)c2ccc(C)cc2)c(C(=O)OCC)c1C
  7, 73
109: COc1ccc(NC(=O)CN2C(=O)C(C)Oc3ccccc32)c(OC)c1 (stereo not drawn)
  2, 114
110: CCOC(=O)N1CCN(CCC(=O)Nc2ccc(C)c(Br)c2)CC1
  -5, 98
111: O=C(Oc1ccccc1)c1cc2ccccc2o1
  2, 96
112: CCOc1cccc(N2C(=O)CC(S/C(N)=N/N=C(\C)c3ccc(Cl)s3)C2=O)c1 (stereo not drawn)
  2, ·
113: COc1ccc(N(CC(=O)NCCc2ccccc2)S(C)(=O)=O)cc1Cl
  6, ·
114: O=C(Nc1ccc(Cl)cc1)C1CCCN(S(=O)(=O)c2cnc[nH]2)C1 (stereo not drawn)
  5, 95
115: COc1ccc(C(=O)/C=C/c2ccccc2[N+](=O)[O-])cc1OC
  4, ·
116: COC(=O)C1CCN(C(=O)Cc2ccc(Br)cc2)CC1
  2, 152
117: O=C(CCC(=O)c1ccc(F)cc1)OC1CCOC1=O (stereo not drawn)
  -1, 84
118: Cc1cc(C)n(C(=O)c2ccc(NC(=O)C3COc4ccccc4O3)cc2)n1 (stereo not drawn)
  11, 109
119: O=C1/C(=C\c2ccc(F)cc2)SC(=S)N1CN1CCCCC1
  5, ·
120: CCn1c(CSc2ncccn2)nnc1SCC(=O)N1c2ccccc2CC1C (stereo not drawn)
  4, 101

From no. 110 to 111, as listed above:
Every second line gives: HePTP inh, BAP1 block
110: CCOC(=O)N1CCN(CCC(=O)Nc2ccc(C)c(Br)c2)CC1
  -5, 98
111: O=C(Oc1ccccc1)c1cc2ccccc2o1
  2, 96
